GSK3B inh – blocks human GSK3beta kinase activity. P49841. GST-GSK3beta kinase, ADP-Glo luminescence, 60 min; active compounds read low. activity score (negative = inhibition), % at 10 µM. 300,000 compounds, 0.038% hits;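 active = more than half of replicate wells score below -50%, meaning over 50% inhibition versus plate controls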;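 also: 0% = median DMSO wells and -100% = median GW8510 positive control wells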
Target sequence (P49841 whole entry, looked up): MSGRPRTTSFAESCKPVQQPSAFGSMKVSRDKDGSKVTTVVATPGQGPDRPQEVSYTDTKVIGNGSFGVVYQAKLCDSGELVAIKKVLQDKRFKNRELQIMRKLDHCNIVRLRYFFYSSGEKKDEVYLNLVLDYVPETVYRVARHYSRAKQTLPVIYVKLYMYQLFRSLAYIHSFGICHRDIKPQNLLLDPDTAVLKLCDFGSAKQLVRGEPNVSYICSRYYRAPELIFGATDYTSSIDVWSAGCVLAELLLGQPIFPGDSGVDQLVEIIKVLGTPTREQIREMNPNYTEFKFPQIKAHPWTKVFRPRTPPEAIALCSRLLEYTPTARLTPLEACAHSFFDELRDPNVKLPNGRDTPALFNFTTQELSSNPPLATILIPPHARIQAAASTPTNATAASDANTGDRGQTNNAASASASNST
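test system = GST-tagged human GSK3beta kinase, cell-free | reagent = 25 µM ATP with peptide substrate | dosing = one dose of 10 µM per compound | schedule = 60 min reaction, RT | detection = luminescent ADP-Glo measurement of ADP formed | control set = DMSO neutral wells and GW8510 at 20 µM as positive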
IEC-6 cytotox – kills IEC-6 intestinal cells in KLF5 counter-screen. IEC-6 cytotoxicity, luminescence viability. inhibition, % at 5 µM. 290,000 compounds, 0.78% hits. AID 1825; in the data active = inhibition above about 22%;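 also: 0% = plate median of test compound wells and 100% = cytotoxic reference compound wells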
HIF activator – HIF pathway transcriptional activation. 300,000 compounds, 0.32% hits. U2OS HRE-luciferase reporter, luminescence; normalized: DMSO 0%, desferrioxamine 100%. activation, % at 7.5 µM (by protocol). AID 1910;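 active = mean activation of at least 10% of the iron chelator positive control signal, with at least half of replicates also reaching 10%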
aSyn UTR inh – 5' untranslated region of α-synuclein, MLPCN primary screen | inhibition, % (tested at 7.5 µM) | AID 1813 | 300,000 compounds, 0.82% hits | alpha-synuclein 5'UTR reporter, inhibitor activity; in the data active = inhibition above about 60%;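 also: H4 neuroglioblastoma cells stably carrying SNCA 5'UTR luciferase fusion; 0% = DMSO wells and 100% = positive control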
AI-2 QS mod – modulates the Vibrio harveyi AI-2 quorum sensing system | Vibrio harveyi JMH597 AI-2 luminescence/OD600 ratio, 9 h; active compounds read low; strain lacks LuxN and CqsS sensors; 0 = neutral-control median | activity change, % at 7.5 µM | 300,000 compounds, 0.4% hits; in the data active = activity change below about -75%, passing the limit was not always enough;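 also: luminescence divided by OD600 gain over 9 h not by final OD600 alone; inactives centre near 13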
HSP90 inh – blocks HSP90-mediated luciferase refolding in reticulocyte lysate; AID 1789; inhibition, % at 5.6 µM; 290,000 compounds, 0.91% hits; Rabbit reticulocyte lysate, luciferase refolding luminescence, 3 h;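 active = inhibition above the screen-wide mean plus 3 SD, computed separately per campaign, cut at about 16% in these data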;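 also: 0% = DMSO wells and 100% = 60 µM geldanamycin wells; inhibitors lower the luminescence because luciferase stays unfolded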
KLF5 inh – inhibitors of KLF5 expression; AID 1700; 290,000 compounds, 0.23% hits; DLD-1 KLF5 promoter-luciferase reporter, luminescence; inhibition, % at 5 µM;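 active = inhibition above a per-plate limit of that plate's mean compound inhibition plus 3 SD, cut at about 60% in these data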;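 also: 0% = DMSO wells and 100% = LY294002 at 200 µM; higher means less KLF5 promoter-driven luciferase light; inactives centre near -14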
HSF1 inhib – HSF1 inhibition. activity change, negative = inhibition, % at 7.5 µM (by protocol). 300,000 compounds, 0.77% hits. AID 2098. NIH3T3-HGL HSE-luciferase, MG132-induced, luminescence 8 h; active compounds read low;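 active = more than half of replicate wells show activity change below -50%, luminescence cut by over half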;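 also: luciferase reports HSF-1 transcriptional activity via heat shock element; 0% = median of DMSO wells and -100% = zero luminescence signal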
GSK3A inh – human GSK-3 alpha kinase inhibition; P49840; 320,000 compounds, 0.1% hits; AID 2650; inhibition, % at 10 µM; ADP-Glo luminescence, 60 min;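 in the data active = inhibition above about 50%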;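 also: GST-tagged GSK-3 alpha with peptide substrate and 25 µM ATP; 0% = DMSO neutral wells and 100% = GW8510 positive control wells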
Target sequence (P49840 whole entry, looked up): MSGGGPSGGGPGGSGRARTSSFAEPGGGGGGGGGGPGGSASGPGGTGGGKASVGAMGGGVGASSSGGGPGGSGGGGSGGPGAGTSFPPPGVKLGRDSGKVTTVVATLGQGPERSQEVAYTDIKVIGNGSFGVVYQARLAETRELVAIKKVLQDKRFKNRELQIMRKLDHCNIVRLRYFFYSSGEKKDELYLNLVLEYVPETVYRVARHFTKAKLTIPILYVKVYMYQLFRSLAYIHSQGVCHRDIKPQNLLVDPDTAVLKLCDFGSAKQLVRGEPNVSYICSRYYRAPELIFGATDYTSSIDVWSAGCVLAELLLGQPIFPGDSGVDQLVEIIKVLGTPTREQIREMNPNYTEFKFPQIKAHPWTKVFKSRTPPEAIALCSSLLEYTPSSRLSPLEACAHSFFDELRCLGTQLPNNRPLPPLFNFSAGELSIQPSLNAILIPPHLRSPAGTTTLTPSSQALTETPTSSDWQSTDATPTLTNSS
HSF-1 act – increases HSF-1 driven luciferase reporter signal; NIH3T3-HGL HSF-1 luciferase reporter, MG132, 8 h; 100% = twice DMSO control signal; activation, % at 9 µM; 300,000 compounds, 1.7% hits; AID 504408;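 active = mean replicate activation of at least 50% with a set share of replicates each reaching 50%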;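 also: 0% = median of the neutral control wells and 100% = twice that signal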
The depositor's hits bear a star; · = not tested or not shown.

SMILES	GSK3B inh	IEC-6 cytotox	HIF activator	aSyn UTR inh	AI-2 QS mod	HSP90 inh	KLF5 inh	HSF1 inhib	GSK3A inh	HSF-1 act
O=[N+]([O-])c1ccc(N2CCCCC2)cc1	-4	2	-0.1	-20	-4	6	-16	2	1	14
CCOc1ccc(NC(=O)Cn2c(=O)oc3ccccc32)cc1	1	-8	-0.2	-15	1	2	-17	4	1	14
CC1CCN(C(=O)CSc2ccc(-c3ccc4c(c3)OCCO4)nn2)CC1	1	1	1.1	-41	54	-2	-25	-3	-3	8
COc1cc2c(cc1OC)C(C(=O)N1CCCCC1)C(c1ccccc1F)N(C)C2=O (stereo not drawn)	2	7	-0.3	-11	27	3	12	-8	-2	-8
Cc1ccc(Cn2c(SCCN3CCCCC3)nc3c2c(=O)[nH]c(=O)n3C)cc1	1	3	0.2	-12	25	-3	-9	9	-1	17
O=C1CC(c2ccccc2)CC(O)=C1C=NCCc1ccccc1 (stereo not drawn)	1	-2	0.1	23	26	-4	-4	-4	·	-1
COc1ccc(NC(=O)c2c(Nc3ccccc3)sc(C(=O)c3ccc(F)cc3)c2N)cc1	-2	2	0.0	30	5	5	-3	1	1	-11
COc1ccccc1NC(=O)COC(=O)Cc1c[nH]c2ccccc12	1	3	-0.2	-32	22	3	-11	-5	-3	6
O=C(NCCN1CCOCC1)C1CC(=O)N(c2ccc(Cl)cc2)C1 (stereo not drawn)	·	-7	0.0	-5	·	6	-22	-5	-3	12
CCCCc1nc2cc(C(=O)N3CCN(c4cnccn4)CC3)ccc2o1	-2	-10	0.4	4	·	-4	-16	-1	0	24
CC(C)CCNC(=O)c1c[nH]c2ccc(S(=O)(=O)N3CCC4(CC3)OCCO4)cc2c1=O	-1	0	0.0	34	32	3	8	6	1	23
COc1ccc(Nc2nnc(SCC(=O)N3CCCC3)s2)cc1	-2	0	0.1	-18	41	-1	-22	0	3	12
CC(C)(C)c1ccc(C(=O)OC/C(O)=C(\C#N)c2nc3ccccc3s2)cc1	2	-2	0.7	-30	17	4	-39	-2	0	-6
Cc1sc(NC(=O)CCl)c(C(=O)c2ccccc2)c1C	3	-3	-0.4	8	-10	4	-15	14	1	24
COC(=O)[C@@H](Cc1c[nH]c2ccccc12)NC(=O)c1cc(=O)[nH]c2ccccc12	7	1	-0.3	-2	7	-3	-17	3	1	-11
CCC(=O)N1CCN(CCN=CC2=C(O)CC(c3ccc(OC)cc3)CC2=O)CC1 (stereo not drawn)	1	5	0.4	-10	12	0	-5	-6	-2	2
CC1CCC2(CC1)NC(=O)N(CC(=O)NCc1cccs1)C2=O (stereo not drawn)	-3	1	-0.2	14	10	5	-21	-16	-1	-35
Nc1ccc(C(=O)OCC(=O)N2CCc3ccccc3C2)cc1[N+](=O)[O-]	-1	3	0.7	-4	39	2	-45	4	3	28
O=C(Cn1cnc2cc([N+](=O)[O-])ccc2c1=O)Nc1ccc2c(c1)OCO2	3	3	0.1	-11	-7	2	-33	-2	0	-6
COc1c(-c2ccc([N+](=O)[O-])cc2[N+](=O)[O-])c(=O)n(C)c(=O)n1C	-1	2	-0.4	3	-5	3	-21	0	1	5
O=C(NCCCN1CCOCC1)c1ccccc1-c1ccccc1	0	1	0.2	4	17	11	-9	-7	0	-10
C[C@@]12C(=O)N(c3cccc(Cl)c3)C(=O)N1[C@H](c1ccc(Cl)cc1)[C@@H]1C(=O)N(C3CCCCC3)C(=O)[C@@H]12	-3	·	0.9	18	18	·	·	-1	1	-12
NC1=NC(=O)/C(=C/c2ccc(Cl)cc2Cl)S1	3	-4	-0.6	2	14	0	-36	3	-2	16
CCOC(=O)c1c(-c2ccccc2)csc1NC(=O)COc1ccc2c(C)cc(=O)oc2c1	3	2	0.0	-3	33	1	1	-3	3	-4
Cc1onc(-c2ccccc2)c1C(=O)c1c[nH]c(C(=O)NCCCN2CCOCC2)c1	2	0	0.1	19	10	2	-6	-1	-3	20
CCCCc1nc(N2CCN(C(=O)c3ccco3)CC2)c(C#N)c2c1CCCC2	3	-4	0.3	10	-6	3	-4	-3	-2	-18
COc1ccc(C(=O)Nc2c3c(nn2-c2ccc([N+](=O)[O-])cc2)CS(=O)(=O)C3)cc1	-3	-5	1.1	27	19	-3	-32	-3	0	-1
CCOC(=O)/C(C#N)=C1/C=CN(c2ccccc2)C=N1	-3	-4	2.2	-79	9	1	-49	6	-1	-5
Cc1ccc(S(=O)(=O)N2CCC(C(=O)NCCCN3CCOCC3)CC2)cc1C	-2	·	-2.3	-10	8	·	·	-1	3	5
COc1cc(S(=O)(=O)N2CCOCC2)ccc1NC(=O)COC(=O)CC12CC3CC(CC(C3)C1)C2	0	1	-0.5	10	12	2	-19	-4	-4	11

As a short view, 3 of the compounds above:
SMILES	GSK3B inh	IEC-6 cytotox	HIF activator	aSyn UTR inh	AI-2 QS mod	HSP90 inh	KLF5 inh	HSF1 inhib	GSK3A inh	HSF-1 act
O=[N+]([O-])c1ccc(N2CCCCC2)cc1	-4	2	-0.1	-20	-4	6	-16	2	1	14
CCOc1ccc(NC(=O)Cn2c(=O)oc3ccccc32)cc1	1	-8	-0.2	-15	1	2	-17	4	1	14
CC1CCN(C(=O)CSc2ccc(-c3ccc4c(c3)OCCO4)nn2)CC1	1	1	1.1	-41	54	-2	-25	-3	-3	8

Carrying on:
SMILES	GSK3B inh	IEC-6 cytotox	HIF activator	aSyn UTR inh	AI-2 QS mod	HSP90 inh	KLF5 inh	HSF1 inhib	GSK3A inh	HSF-1 act
CCc1nnc(SCC(=O)Nc2ccc3c(c2)OCO3)o1	-3	-1	-0.2	-3	12	-5	-14	10	1	28
O=C(COc1ccccc1)OCc1csc(Nc2ccccc2)n1	3	0	0.8	3	26	-1	3	4	-6	-10
COC(=O)c1ccccc1NC(=O)c1cc(-c2ccco2)on1	-3	13	-0.4	-3	15	4	-13	5	0	-6
Cc1nc(-c2ccccn2)nc(SCC(=O)N2CCOCC2)c1Cl	-2	-6	-0.1	7	26	-4	-27	-2	-3	10
O=c1[nH]c2cc(S(=O)(=O)CCO)ccc2o1	-1	1	0.0	-5	21	0	1	-1	-7	8
CCc1nnc(NC(=O)CSc2ncnc3c2cnn3-c2ccc(OC)cc2)s1	2	5	0.1	22	14	2	-23	0	-7	1
COc1ccc(S(=O)(=O)NC(C)C(=O)NCc2cccnc2)cc1OC (stereo not drawn)	5	-1	0.1	4	-6	0	-12	-3	1	-1
O=C(Nc1ccc(Cl)c(Cl)c1)Nc1ccccc1C(=O)O	-1	-10	0.6	-8	15	18*	-137	27	-2	68*
CC(C)=CCc1c(O)cc(O)c2c(=O)c(O[C@@H]3O[C@@H](C)[C@H](O)[C@@H](O)[C@H]3O)c(-c3ccc(O)cc3)oc12	-17	·	-0.4	-2	14	·	·	-8	32	-13
CC(C)(C)OC(=O)N/N=C\c1ccc(OC(=O)c2cccs2)cc1	3	13	2.0	-91	21	3	-25	9	-1	-8
COc1ccccc1CC(=O)Nc1ccon1	3	-9	0.8	14	20	-1	-17	-5	1	0
CCc1cccc(NC(=O)c2cc(OC)c(OC)c(OC)c2)c1	1	3	0.1	14	6	-2	12	11	-3	20
CC(=O)c1c(C(C)=O)c(C)n(-c2ccc(O)cc2)c1C	·	1	-0.1	4	·	-1	17	-7	-1	-18
COc1ccc(C2c3c(ncn(CCCO)c3=N)Oc3ccc4ccccc4c32)cc1OC (stereo not drawn)	0	-5	0.4	10	5	-3	-13	14	2	23
CN1CCN(S(=O)(=O)c2ccc(N(C)Cc3cccs3)nc2)CC1	0	8	-0.1	26	11	-1	-8	-4	1	2
CC(C)=CCCC1=CCC(/C(C)=N/NC(N)=O)CC1 (stereo not drawn)	-9	0	-0.4	10	18	-2	-2	-3	-2	13
CC(NC(=O)OCc1ccccc1)c1ccccc1 (stereo not drawn)	0	·	0.2	1	18	·	·	2	0	1
Cc1ccc2c(C(=O)N3CCN(c4ccccc4)CC3)cc(-c3cccnc3)nc2c1C	2	2	-1.4	25	39	-1	5	15	-2	21
Cc1oc(-c2ccccc2F)nc1CS(=O)(=O)CC(=O)NCc1ccccc1Cl	0	-2	-0.4	1	27	-3	-8	-4	-6	-24
CCOC(=O)C(=O)Nc1ccc(F)cc1	1	-6	0.0	-28	7	-3	-18	5	0	-6
CC(OC(=O)Cn1c(C(F)(F)F)nc2ccccc21)C(N)=O (stereo not drawn)	1	-9	-0.2	27	5	0	-12	-1	-2	-7
Fc1cccc(-c2cc3nc4c(c(N5CCOCC5)n3n2)CCCC4)c1	0	-2	1.3	-13	27	2	-10	12	-1	19
CC1=C(C(=O)OCc2ccccc2)C(c2ccc(Cl)cc2)NC(=O)N1CCCCCC(=O)O (stereo not drawn)	-1	-4	0.4	9	17	-2	-9	7	-3	-2
COc1cccc(CN2CCN(c3cccc(C(F)(F)F)c3)CC2)c1OC	1	1	-0.8	5	32	1	-11	13	-3	29
CC1(C)COCN1C(=O)c1ccc(C#N)cc1	2	7	1.0	-9	19	4	-6	-6	0	1
O=C(Cn1ncc2c([nH]c3ccccc32)c1=O)N1CCOCC1	1	9	0.4	7	23	-7	-21	5	-3	16
O=C(NCc1ccccc1)c1cnc2n(c1=O)CCS2	4	-9	-1.6	-13	18	0	-15	-2	-1	1
CCC1S/C(=N/N=C/c2ccco2)N(Cc2ccc(F)cc2)C1=O (stereo not drawn)	-2	1	-0.4	-13	-1	-1	-34	-2	3	8
Cn1c(CCCOc2ccc(Cl)cc2Cl)nnc1SCC(=O)Nc1ccc(F)c(Cl)c1	0	1	0.3	-20	-6	1	6	1	-6	2
CC(=O)N1CC23C=CC(CC2CC12CCCCCC2)O3 (stereo not drawn)	-3	-6	0.0	8	17	0	-21	1	-4	8
Cc1c(C(=O)N(Cc2ccc(Cl)cc2)C2CCS(=O)(=O)C2)oc2ccccc12 (stereo not drawn)	-1	0	-0.6	14	14	0	-5	18	-4	17
CN1CCN(C(=O)C2=C[C@@H](c3ccccc3)C[C@@H](OCc3ccc(CO)cc3)O2)CC1	-4	1	0.0	2	-2	7	-6	-1	-1	-19
CC(C)(CNC(=O)c1cc2ccccc2o1)N1CCOCC1	1	2	-1.5	7	17	2	-17	12	-1	11
Cc1ccc(S(=O)(=O)Nc2cc(C(F)(F)F)ccc2N2CCOCC2)cc1	-1	-4	0.5	-12	11	-8	-7	0	0	4
N/C(=N\OC(=O)N1c2ccccc2Sc2ccccc21)c1ccccc1	2	2	-0.4	-19	14	7	-17	6	·	6
Cc1cccc(OCCC(=O)Nc2ccc(Cl)cc2F)c1	1	0	-1.2	3	-2	2	-35	-2	-1	16
CC(C)Oc1ccc(CNC(=S)N/N=C/c2ccc([N+](=O)[O-])cc2)cc1	-2	3	0.6	14	17	-2	-33	-67*	-4	-74
O=C(COC(=O)c1cc(-c2cccnc2)nc2ccccc12)Nc1ccc(F)cc1F	0	2	0.1	9	0	2	-17	·	1	·
CCCCCOc1ccc(C2NC(=O)NC2=O)cc1 (stereo not drawn)	-2	6	0.4	11	36	-2	-12	1	0	17
